Assay outcomes (PubChem BioAssay)
NCI-60 one-dose screen, 48 h, at 10 µM unless noted. Numbers give growth in % (100 = growth as untreated, 0 = no growth, -100 = all killed).
NCI/ADR-RES – NCI/ADR-RES ovarian cells | 81,000 tested, 4.4% active | AID 1794790
OVCAR-3 – OVCAR-3 ovarian cancer | 79,000 tested, 7% active | AID 1794787
OVCAR-4 – OVCAR-4 ovarian cancer cells; 80,000 tested, 3.7% active
OVCAR-5 – OVCAR-5 ovarian cancer; 82,000 tested, 2.9% active
OVCAR-8 – OVCAR-8 ovarian cancer; 81,000 tested, 4.4% active; AID 1794782
SK-OV-3 – SK-OV-3 ovarian cancer cells; 80,000 tested, 3.2% active
IGROV1 – IGROV1 ovarian cancer; 79,000 tested, 4.7% active; AID 1794786
DU-145 – DU-145 prostate cancer; 81,000 tested, 4.2% active; AID 1794760
Numbers without * were called inactive; & = joins results of further samples. Rule for the calls: active = growth percent below 10; inactive = the rest.

Screening Cc1ccc(S(=O)(=O)N(C)CC(=O)NNC(=O)CSc2ccc(F)cc2)cc1 returned NCI/ADR-RES 105.6, OVCAR-3 115.7, OVCAR-4 105.6, OVCAR-5 93.8, OVCAR-8 103.3, SK-OV-3 109.6 and DU-145 111.0.
O=C(c1ccccc1)N(c1ccccc1)c1ccccc1O was read as NCI/ADR-RES 102.3, OVCAR-3 117.3, OVCAR-4 92.1, OVCAR-5 114.0, OVCAR-8 98.5, SK-OV-3 101.6, IGROV1 104.5 and DU-145 112.1.
For COc1cc2oc(-c3cccc(NC(=O)[C@H](Cc4ccccc4)NC(=O)OC(C)(C)C)c3)cc(=O)c2c(OC)c1OC the results were NCI/ADR-RES 29.6, OVCAR-3 36.3, OVCAR-4 41.4, OVCAR-5 80.8, OVCAR-8 26.7, SK-OV-3 78.7, IGROV1 32.7 and DU-145 35.7.
Screening CCNc1ncnc2[nH]ncc12 returned NCI/ADR-RES 104.9, OVCAR-3 112.4, OVCAR-4 108.4, OVCAR-5 103.8, OVCAR-8 72.3, SK-OV-3 108.7, IGROV1 123.7 and DU-145 117.3.
`COc1cc2c(cc1OC)C1(NCC2)C(=O)N(Cc2ccc(C)cc2)c2ccccc21` (stereo not drawn) gave NCI/ADR-RES 98.8, OVCAR-3 88.3, OVCAR-4 97.8, OVCAR-5 93.9, OVCAR-8 98.0, SK-OV-3 88.8, IGROV1 79.6 and DU-145 105.9.
For C[C@H](c1nc2ccccc2s1)[C@H]1CC[C@H]2[C@@H]3CCC4=CC(=O)CC[C@]4(C)[C@H]3CC[C@]12C the results were NCI/ADR-RES 84.4, OVCAR-3 98.8, OVCAR-4 68.0, OVCAR-5 110.1, OVCAR-8 91.4, SK-OV-3 96.2, IGROV1 93.4 and DU-145 95.8.
For CCOC(=O)c1cnn(CC(O)CC)c1NC(=O)NCc1ccc(C(F)(F)F)cc1 (stereo not drawn) the results were NCI/ADR-RES 92.4, OVCAR-3 96.9, OVCAR-4 83.2, OVCAR-5 106.9, OVCAR-8 93.6, SK-OV-3 105.5, IGROV1 94.7 and DU-145 96.6.
Screening CN(C)c1ccc2cc(-c3ccccc3F)c(N)nc2c1 returned NCI/ADR-RES 2.0*, OVCAR-3 3.9*, OVCAR-4 32.8, OVCAR-5 68.7, OVCAR-8 22.6, SK-OV-3 28.9, IGROV1 40.9 and DU-145 17.1.
Screening CN(C)c1ccc(/C=C2\Oc3cc(OCCN4CCCCC4)ccc3C2=O)cc1 returned NCI/ADR-RES 90.6, OVCAR-3 98.2, OVCAR-4 91.5, OVCAR-5 86.7, OVCAR-8 95.1, SK-OV-3 115.9, IGROV1 90.6 and DU-145 100.0.
For O=C(N/N=C/CCc1ccccc1)c1ccc(-n2cc(-c3ccccc3)nn2)cc1 the results were NCI/ADR-RES 103.7, OVCAR-3 103.9, OVCAR-4 94.2, OVCAR-5 93.0, OVCAR-8 96.2, SK-OV-3 91.2, IGROV1 76.7 and DU-145 87.6.
COC1OC(CO)C(N(C)C(C)=O)C1O (stereo not drawn) was read as NCI/ADR-RES 110.5, OVCAR-3 100.1, OVCAR-4 96.5, OVCAR-5 96.8, OVCAR-8 103.5, SK-OV-3 102.7, IGROV1 118.6 and DU-145 108.2.
For Nc1ccc(Oc2c(F)c(F)c(Oc3ccc(N)cc3)c(F)c2F)cc1 the results were NCI/ADR-RES 94.0, OVCAR-3 101.0, OVCAR-4 83.8, OVCAR-5 83.4, OVCAR-8 101.5, SK-OV-3 105.0 and DU-145 107.1.
Screening CCCCOCCOCCOC(=O)c1cccc(C)c1 returned NCI/ADR-RES 99.7, OVCAR-3 106.2, OVCAR-4 97.9, OVCAR-5 103.5, OVCAR-8 101.3, SK-OV-3 102.6, IGROV1 100.0 and DU-145 103.8.
Screening O=C(Nc1ccc(C2=NCCN2)cc1)c1cc(C(=O)Nc2ccc(C3=NCCN3)cc2)ncn1 returned NCI/ADR-RES 101.4, OVCAR-3 107.8, OVCAR-4 109.1, OVCAR-5 107.1, OVCAR-8 113.6, SK-OV-3 113.0, IGROV1 108.0 and DU-145 100.7.
For O=C(CNc1nc(-c2cccc([N+](=O)[O-])c2)cs1)Nc1ccccc1[N+](=O)[O-] the results were NCI/ADR-RES 104.9, OVCAR-3 126.8, OVCAR-4 105.0, OVCAR-5 103.9, OVCAR-8 100.8, SK-OV-3 111.4, IGROV1 100.4 and DU-145 115.0.
`O=c1c2cc(F)cc(Cl)c2sc2c(NCc3ccccc3)nc3ccccc3c12` gave NCI/ADR-RES 95.7, OVCAR-3 114.0, OVCAR-4 89.7, OVCAR-5 93.9, OVCAR-8 88.9, SK-OV-3 84.3, IGROV1 92.1 and DU-145 99.1.
Screening CCCc1cc2cc(-n3nc(C)c4c3CC(C)(C)CC4=O)cc(NC3CCC(O)CC3)c2c(=O)[nH]1 (stereo not drawn) returned NCI/ADR-RES 45.5, OVCAR-3 23.2, OVCAR-4 64.7, OVCAR-5 50.5, OVCAR-8 33.0, SK-OV-3 6.8*, IGROV1 36.9 and DU-145 38.8.
NNC(=O)COc1ccccc1 was read as NCI/ADR-RES 107.3, OVCAR-3 109.6, OVCAR-4 115.5, OVCAR-5 100.2, OVCAR-8 93.1, SK-OV-3 83.2, IGROV1 104.2 and DU-145 107.9.
Screening CC1=CC2C=C(C3N(c4ccccc4)NC(=O)[C@@H]4CCCN34)C(=O)NC2C=C1 (stereo partly drawn) returned NCI/ADR-RES 93.4, OVCAR-3 93.1, OVCAR-4 94.6, OVCAR-5 105.2, OVCAR-8 101.2, SK-OV-3 99.4, IGROV1 96.7 and DU-145 99.7.
Screening Cc1nc2ccccc2n1C(=O)CC1C(=O)NC(=S)NC1=O returned NCI/ADR-RES 96.6, OVCAR-3 109.7, OVCAR-4 109.1, OVCAR-5 97.1, OVCAR-8 105.5, SK-OV-3 111.4, IGROV1 103.1 and DU-145 108.5.
`O=C(CCCCCC1CCCCC1)OC1CCCC1` gave NCI/ADR-RES 116.0, OVCAR-3 106.6, OVCAR-4 111.3, OVCAR-5 108.1, OVCAR-8 106.4, SK-OV-3 108.1, IGROV1 103.2 and DU-145 106.9.
`O=c1ccc([N+](=O)[O-])c[nH]1` gave NCI/ADR-RES 98.0&114.1, OVCAR-3 100.8&112.9, OVCAR-4 97.0&104.6, OVCAR-5 103.6&100.4, OVCAR-8 104.9&106.0, SK-OV-3 103.8&104.5, IGROV1 110.5&104.1 and DU-145 104.0&115.1.
Screening OCCc1nccnn1 returned NCI/ADR-RES 99.0, OVCAR-3 99.0, OVCAR-4 107.3, OVCAR-5 87.1, OVCAR-8 107.6, SK-OV-3 97.6, IGROV1 95.9 and DU-145 101.2.
Screening CCNC(=O)c1[nH]cc(-c2ccc(OC)cc2)c1-c1cc(OC)c2c(c1OC)OCO2 returned NCI/ADR-RES 90.7, OVCAR-3 92.0, OVCAR-4 80.0, OVCAR-5 86.8, OVCAR-8 94.6, SK-OV-3 89.3, IGROV1 68.2 and DU-145 106.0.
Screening CCN(CC)CCNC(=O)C(Cl)=C1C(Cl)=C(Cl)C(Cl)=C1Cl returned NCI/ADR-RES 44.7, OVCAR-3 40.1, OVCAR-4 41.9, OVCAR-5 119.9, OVCAR-8 15.8, SK-OV-3 58.7, IGROV1 59.1 and DU-145 48.4.
Screening O=C(O)c1cccnc1 returned NCI/ADR-RES 107.8&105.9&94.5, OVCAR-3 113.4&111.0&102.6, OVCAR-4 107.0&92.6&114.5, OVCAR-5 108.4&90.1&85.1, OVCAR-8 101.5&96.5&98.5, SK-OV-3 115.1&99.7&111.8, IGROV1 109.4&109.8&107.9 and DU-145 112.0&113.8&106.9.
Cc1ccc(-c2csc(NC(=O)c3ccc(Cc4n[nH]c(=O)c5cccnc45)cc3)n2)cc1 was read as NCI/ADR-RES 97.9, OVCAR-3 108.1, OVCAR-4 94.4, OVCAR-5 95.4, OVCAR-8 102.1, SK-OV-3 97.8, IGROV1 88.1 and DU-145 111.9.
`O=S(=O)(Nc1ncccn1)c1ccc(-n2c(-c3ccc(Br)cc3)nc(-c3ccccc3)c2-c2ccccc2)cc1` gave NCI/ADR-RES 33.6, OVCAR-3 48.2, OVCAR-4 57.7, OVCAR-5 70.5, OVCAR-8 50.5, SK-OV-3 76.4, IGROV1 51.6 and DU-145 58.3.
For COc1cc(C2CC(=O)Nc3c(-c4ccccc4)nsc32)cc2c1OCO2 (stereo not drawn) the results were NCI/ADR-RES 90.4, OVCAR-3 105.6, OVCAR-4 96.1, OVCAR-5 103.2, OVCAR-8 99.0, SK-OV-3 98.0, IGROV1 93.1 and DU-145 108.0.
Screening CC(CCc1cccc2ccccc12)(C(=O)O)C(=O)O returned NCI/ADR-RES 105.8, OVCAR-3 115.4, OVCAR-4 97.2, OVCAR-5 104.7, OVCAR-8 96.9, IGROV1 91.2 and DU-145 123.9.

Next section; it opens with the 2 that closed the last part.
For COc1cc(C2CC(=O)Nc3c(-c4ccccc4)nsc32)cc2c1OCO2 (stereo not drawn) the results were NCI/ADR-RES 90.4, OVCAR-3 105.6, OVCAR-4 96.1, OVCAR-5 103.2, OVCAR-8 99.0, SK-OV-3 98.0, IGROV1 93.1 and DU-145 108.0.
Screening CC(CCc1cccc2ccccc12)(C(=O)O)C(=O)O returned NCI/ADR-RES 105.8, OVCAR-3 115.4, OVCAR-4 97.2, OVCAR-5 104.7, OVCAR-8 96.9, IGROV1 91.2 and DU-145 123.9.
Screening CCOC(=O)C(CC)c1ccccc1 (stereo not drawn) returned NCI/ADR-RES 103.4, OVCAR-3 101.8, OVCAR-4 114.6, OVCAR-5 96.4, OVCAR-8 119.1, SK-OV-3 109.8, IGROV1 103.4 and DU-145 110.6.
`COc1ccc(NC(=O)c2ccc(NC3=C(c4ccc(OC)cc4)C(=O)NC3=O)cc2)cc1` gave NCI/ADR-RES 89.0, OVCAR-3 104.6, OVCAR-4 100.2, OVCAR-5 96.7, OVCAR-8 85.2, SK-OV-3 64.4, IGROV1 102.6 and DU-145 101.8.
CCCS(=O)(=O)Oc1ccc(-c2cn3ccoc3n2)cc1 was read as NCI/ADR-RES 100.7, OVCAR-4 101.0, OVCAR-5 103.9, OVCAR-8 100.1, SK-OV-3 114.1, IGROV1 104.9 and DU-145 103.3.
`Oc1c(CNCCNCc2cc(Cl)cc(Cc3ccccc3)c2O)cc(Cl)cc1Cc1ccccc1` gave NCI/ADR-RES 8.7*, OVCAR-3 29.5, OVCAR-4 27.1, OVCAR-5 52.9, OVCAR-8 14.3, SK-OV-3 15.4, IGROV1 12.8 and DU-145 24.2.
Screening CCCCCCCCC(=O)C(C)C returned NCI/ADR-RES 106.5, OVCAR-3 109.9, OVCAR-4 118.9, OVCAR-5 111.0, OVCAR-8 101.0, SK-OV-3 104.1, IGROV1 108.3 and DU-145 109.4.
For CN(C)CCCNc1nc(=O)n(Cc2ccc(F)cc2)c(=O)n1Cc1ccc(F)cc1 the results were NCI/ADR-RES 105.2, OVCAR-3 100.6, OVCAR-4 109.2, OVCAR-5 102.3, OVCAR-8 106.3, SK-OV-3 102.8, IGROV1 103.8 and DU-145 107.9.
Screening Cc1ccc2c(c1)C(=O)/C(=C/c1cccc(OCC(=O)c3ccc(Cl)cc3)c1)CS2 returned NCI/ADR-RES 54.4, OVCAR-3 98.1, OVCAR-4 103.5, OVCAR-5 104.6, OVCAR-8 69.7, SK-OV-3 115.1 and DU-145 108.3.
For Cc1ccc(-c2cc(C(=O)N=Nc3c(O)[nH]c4ccc(Br)cc34)c3ccccc3n2)cc1 the results were NCI/ADR-RES 55.0, OVCAR-3 79.2, OVCAR-4 71.9, OVCAR-5 99.7, OVCAR-8 56.5, SK-OV-3 106.8, IGROV1 52.9 and DU-145 85.8.
For COc1nc2c(c(=O)n1C)CN(Cc1ccccc1)C(C)=N2 the results were NCI/ADR-RES 113.3, OVCAR-3 118.1, OVCAR-4 98.5, OVCAR-5 111.8, OVCAR-8 116.0, SK-OV-3 74.7, IGROV1 108.9 and DU-145 109.0.
Screening NC(=O)C(N)C(N)=O returned NCI/ADR-RES 94.5, OVCAR-3 109.7, OVCAR-4 111.1, OVCAR-5 102.4, OVCAR-8 101.5, SK-OV-3 107.5, IGROV1 95.7 and DU-145 107.8.
O=C1NC(=O)C2(CCCCCCC2)N1 was read as NCI/ADR-RES 110.4, OVCAR-3 116.6, OVCAR-4 120.3, OVCAR-5 105.7, OVCAR-8 112.4, SK-OV-3 99.3 and DU-145 114.0.
`CCOC(=O)c1[nH]c(C)c(C(C)=O)c1C` gave NCI/ADR-RES 98.0, OVCAR-3 95.0, OVCAR-4 86.8, OVCAR-5 88.0, OVCAR-8 96.1, SK-OV-3 100.8, IGROV1 101.7 and DU-145 93.7.
`Cc1ccc(/C=C/C(=O)c2ccc(NC(=O)CSc3nc4[nH]c(=O)n(C)c(=O)c4[nH]3)cc2)cc1` gave NCI/ADR-RES 99.2, OVCAR-3 86.5, OVCAR-4 84.7, OVCAR-5 103.7, OVCAR-8 101.1, SK-OV-3 105.6, IGROV1 107.5 and DU-145 100.1.
For C=CCn1c(SCC(=O)Nc2cccc(C(=O)/C=C/c3ccccc3)c2)nc2ccccc2c1=O the results were NCI/ADR-RES 87.1, OVCAR-4 88.0, OVCAR-5 100.7, OVCAR-8 83.3, SK-OV-3 122.3, IGROV1 87.6 and DU-145 77.4.

3 entries picked at random from those above:
Screening CCOC(=O)C(CC)c1ccccc1 (stereo not drawn) returned NCI/ADR-RES 103.4, OVCAR-3 101.8, OVCAR-4 114.6, OVCAR-5 96.4, OVCAR-8 119.1, SK-OV-3 109.8, IGROV1 103.4 and DU-145 110.6.
Screening CN(C)c1ccc2cc(-c3ccccc3F)c(N)nc2c1 returned NCI/ADR-RES 2.0*, OVCAR-3 3.9*, OVCAR-4 32.8, OVCAR-5 68.7, OVCAR-8 22.6, SK-OV-3 28.9, IGROV1 40.9 and DU-145 17.1.
For CCOC(=O)c1cnn(CC(O)CC)c1NC(=O)NCc1ccc(C(F)(F)F)cc1 (stereo not drawn) the results were NCI/ADR-RES 92.4, OVCAR-3 96.9, OVCAR-4 83.2, OVCAR-5 106.9, OVCAR-8 93.6, SK-OV-3 105.5, IGROV1 94.7 and DU-145 96.6.
